Compound activity deposited in PubChem BioAssay by several laboratories.
Rad51 HR inh: human RAD51 strand exchange inhibitors, primary screen, biochemical, fluorescence; DNA repair protein RAD51 homolog 1 (Homo sapiens), Q06609; hRad51 DNA strand exchange, fluorescence dequenching; inhibition, % at 10 µM; 200,000 compounds, 0.085% hits;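 active = inhibition above 40% at the single screening dose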;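 also: 0% = DMSO control wells and 100% = blanks with heterologous ssDNA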
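Assay system: Human Rad51 nucleoprotein filaments preassembled on unlabelled ssDNA | Reagent: Donor/quencher-labelled 47-bp dsDNA substrate | Doses: One concentration, 10 µM final | Times: 37 °C 15-min filament assembly, 30-min compound preincubation, 15-min exchange | Technique: Fluorescein emission 520 nm, excitation 485 nm | Benchmarks: Plate control and blank wells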
14-3-3 Bad PPI: inhibitors of 14-3-3 zeta/Bad binding, primary screen, biochemical, TR-FRET, bovine 14-3-3 zeta | TR-FRET 14-3-3zeta/Dy647-pBad peptide displacement, 1 h | inhibition, % at 21.7 µM | 220,000 compounds, 0.71% hits | 14-3-3 protein zeta/delta (Bos taurus), P63103;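 active = inhibition above about 70%, limit read from the data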;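 also: 0% = full 14-3-3 plus peptide FRET controls and 100% = background without 14-3-3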
Target sequence (P63103 whole entry, looked up): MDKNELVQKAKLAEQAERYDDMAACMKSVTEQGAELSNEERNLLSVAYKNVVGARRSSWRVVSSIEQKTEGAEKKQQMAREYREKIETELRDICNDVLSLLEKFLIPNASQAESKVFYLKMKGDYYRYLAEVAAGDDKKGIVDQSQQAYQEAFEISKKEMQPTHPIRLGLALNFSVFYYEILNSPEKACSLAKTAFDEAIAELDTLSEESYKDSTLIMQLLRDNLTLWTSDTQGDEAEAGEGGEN
NCF1 inh: p47phox/p22phox peptide binding inhibitors, primary screen, biochemical, uHTS, NADPH oxidase regulatory subunit; Neutrophil cytosol factor 1 (Homo sapiens), P14598; inhibition, % at 24.7 µM; fluorescence polarization, 2 h; 220,000 compounds, 0.53% hits;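 also: 0% = p47phox with labelled peptide and 100% = labelled peptide alone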
Target sequence (P14598 whole entry, looked up): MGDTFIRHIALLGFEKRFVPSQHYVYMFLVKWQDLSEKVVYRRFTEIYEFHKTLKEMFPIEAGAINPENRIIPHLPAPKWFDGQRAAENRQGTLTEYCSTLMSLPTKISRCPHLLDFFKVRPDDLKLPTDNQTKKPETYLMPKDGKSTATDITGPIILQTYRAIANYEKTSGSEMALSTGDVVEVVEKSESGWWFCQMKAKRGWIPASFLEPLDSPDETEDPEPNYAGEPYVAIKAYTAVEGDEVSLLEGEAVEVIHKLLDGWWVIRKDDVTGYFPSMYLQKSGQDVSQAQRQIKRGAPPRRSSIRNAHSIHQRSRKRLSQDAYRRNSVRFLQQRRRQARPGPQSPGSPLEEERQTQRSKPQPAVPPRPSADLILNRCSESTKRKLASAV
Thrombin inh: human alpha-thrombin inhibitors, primary screen, counter-screen for coagulation protease inhibitor project, biochemical, 1536-well, fluorogenic AMC substrate; Boc-VPR-AMC fluorogenic substrate cleavage; Prothrombin (Homo sapiens), P00734; 220,000 compounds, 0.26% hits; inhibition, % at 5 µM; AID 1046, 2008;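 active = inhibition at or above 40%; inactive = inhibition below 40%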;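 also: 0% = enzyme with no compound and 100% = wells without enzyme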
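System – human alpha-thrombin · Medium – pH 7.5 Tris (50 mM) with NaCl 150 mM, Tween 20 0.05% · Compound – single-point dosing at 5 µM, 0.2% DMSO · Incubation – enzyme reaction carried out at room temperature · Technique – fluorescence of released AMC, ex 355 nm, em 460 nm · Read-out basis – % inhibition of thrombin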
Furin inh: human furin inhibitors, primary screen, biochemical, fluorescence intensity; inhibition, % at 30 µM; purified furin, fluorogenic substrate cleavage; 220,000 compounds, 0.061% hits; P09958; in the data active = inhibition above about 25%; also: inactives centre near -15
eIF4E 4G PPI: eIF4E–eIF4G protein interaction inhibitors, primary screen, biochemical, uHTS, TR-FRET, eIF4GI fragment. 220,000 compounds, 0.37% hits. inhibition, % at 21.7 µM. Eukaryotic translation initiation factor 4E (Mus musculus) + Eukaryotic translation …. TR-FRET eIF4E-eIF4GI(517-606) binding, 2 h. AID 782, 2007;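 also: 0% = full FRET control wells and 100% = background wells lacking eIF4GI fragment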
KLK5 inh: human KLK5 protease inhibitors, primary screen, biochemical, 1536-well; 210,000 compounds, 0.59% hits; inhibition, % at 5 µM; recombinant hK5, fluorogenic AMC substrate cleavage; AID 873, 2007; Kallikrein-5 (Homo sapiens), Q9Y337;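 active = inhibition of 40% or more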;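 also: 0% = enzyme controls without compound and 100% = no-enzyme blanks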
Target sequence (Q9Y337 67-293 limits assumed): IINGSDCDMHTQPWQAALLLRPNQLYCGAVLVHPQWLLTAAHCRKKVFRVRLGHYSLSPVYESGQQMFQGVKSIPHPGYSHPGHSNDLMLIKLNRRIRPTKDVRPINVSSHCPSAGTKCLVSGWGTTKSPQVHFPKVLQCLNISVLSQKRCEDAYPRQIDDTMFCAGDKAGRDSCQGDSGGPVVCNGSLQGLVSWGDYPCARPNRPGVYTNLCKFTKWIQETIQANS
KCC2 mod: KCC2 cotransporter modulators, thallium flux, primary screen, cell-based, HEK293 KCC2, FluoZin-2 fluorescence, MLSMR. Solute carrier family 12 member 5 (Homo sapiens), Q9H2X9. KCC2 cells, thallium flux FluoZin-2 fluorescence. B-score of Tl+ flux slope (higher = more flux/activation; lower = inhibition) at 10 µM. 190,000 compounds, 2.2% hits. AID 1456, 2008;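 active = thallium flux slope and its plate-corrected score both differing from the plate sample mean at a set confidence after two filtering rounds, in either direction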;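 also: slope of fluorescence scaled to starting intensity during 10 to 20 s after thallium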
EBV gp42 block: Epstein-Barr virus gp42 inhibitors, primary screen, biochemical, uHTS, fluorescence polarization; Glycoprotein 42 (Epstein-Barr virus (strain AG876)), Q1HVG2; AID 1085, 2008; inhibition, % (tested at 21.74 µM); 220,000 compounds, 0.42% hits; Fluorescence polarization binding assay, mP read-out; in the data active = inhibition above about 50%
Target sequence (Q1HVG2 whole entry, looked up): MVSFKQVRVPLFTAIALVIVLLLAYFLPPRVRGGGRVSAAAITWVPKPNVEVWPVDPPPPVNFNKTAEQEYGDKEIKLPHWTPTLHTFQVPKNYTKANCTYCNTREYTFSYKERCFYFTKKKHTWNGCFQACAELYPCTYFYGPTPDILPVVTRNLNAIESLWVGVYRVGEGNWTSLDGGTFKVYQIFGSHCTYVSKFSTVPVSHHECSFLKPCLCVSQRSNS
* marks the source's active call; other numbers are inactive results; x = not tested or not shown; [ ] = another dose, or the depositor's remark.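 The calls were made as follows, unless noted: active = inhibition above about 30% (limit read from the data); inactive = the rest.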

Values run as follows: KLK5 inh	14-3-3 Bad PPI	NCF1 inh	Thrombin inh	eIF4E 4G PPI	KCC2 mod	Rad51 HR inh	EBV gp42 block	Furin inh
Cc1ccc2nc(C(F)(F)F)c(C#N)c(N)c2c1
→ 0	3	-3	-2	-4	-0.19	2	-19	-14
Cn1c(NC(=O)c2ccccc2F)c(-c2cccs2)c(=O)c2ccccc21
→ -1	1	-1	-3	-5	-0.37	10	-1	-7
Cc1ccc(S(=O)(=O)Nc2nc(C)c(C(=O)NN)s2)cc1
→ 2	-2	-10	0	-2	1.2	3	-28	-15
O=C(Nc1ccccc1)c1ccc(CSc2ccccn2)cc1
→ -10	-10	2	-2	-5	-0.87	-2	2	-10[20 µM]
COc1ccc2c(c1)oc(=O)c1ccccc12
→ 1	-8	-18	-12	3	-1.2	2	-7	-47
COC(=O)c1c(NC(=O)COC(=O)c2ccccc2O)sc2c1CCCCC2
→ 2	8	-12	-1	4[fluorescence artefact?]	1.1	-10	-27	-13
Fc1ccc(CNC(=S)NC2CCCCC2)cc1
→ 2	-15	-4	0	-4	0.32	22	-4	-22
O=C(CONS(=O)(=O)c1ccc(Cl)cc1)NCCNc1ncc(C(F)(F)F)cc1Cl
→ -6	1	-4	8	-1	-0.89	31	20	-21
CCOc1cc(NC(=S)NCC2CCCO2)c(OCC)cc1NC(=O)c1ccccc1 (stereo unspecified)
→ -8	x	-3	1	x	x	3	-14	-15[20 µM]
Cc1cccc(-n2nc3c(c2NC(=O)c2ccco2)CSC3)c1C
→ -20	0	-19	-3	11	x	7	9	-20
O=C(C1=C[C@@H](C2CCCCC2)C[C@@H](OCc2ccc(CO)cc2)O1)N1CCOCC1
→ 2	5	x	-3	0	0.23	0	-6	-16
CCn1cc(C(=O)Nc2ccc3c(c2)OCCO3)c2cc(OC)c(OC)cc2c1=O
→ 3	-1[fluorescence artefact?]	-3	-1	0[fluorescence artefact?]	-0.39	2	-5	-3
CC1Cc2ccccc2N1C(=S)Nc1cccc(S(=O)(=O)N(C)C)c1 (stereo unspecified)
→ 8	-7	-8	1	-4	-1.1	-13	-6	-15
Nc1c(C(=O)c2ccccc2)sc2nsc(SCCN3CCOCC3)c12
→ -5	-4	5	0	4	0.19	-366	-29	-21
CCC(=O)N1CN(S(=O)(=O)c2ccc(C)cc2)CC1C (stereo unspecified)
→ 29	-1	-6	15	-7	-1.5	6	-13	-12
COc1ccc(Br)cc1CN1CCCC(C(=O)N2CCCCC2)C1 (stereo unspecified)
→ 10	73*	-9	-6	-9[fluorescence artefact?]	-0.42	-4	-21	-21[20 µM]
Cc1cc(NC(=S)N(CCCN2CCOCC2)Cc2ccco2)ccc1Cl
→ -16	-23[fluorescence artefact?]	-13	-3	-2	0.17	-4	4	-24
Cc1ccc(Cn2c(NC(=O)c3ccco3)nc3ccccc32)cc1
→ 3	14	1	5	2	1.1	11	-5	-20
COCCn1c(SCc2cccnc2)nnc1-c1c[nH]c2ccccc12
→ -3	5	1	-7	3	x	6	5	-32
Cc1ccc(CN(CC(=O)N/N=C/c2ccco2)S(=O)(=O)c2ccc(C)cc2)cc1
→ -26	-3	-9	4	-1	-1.4	-1	10	-4[20 µM]
COc1ccc(C(=O)c2coc3ccc(O)c(CN(C)C)c23)cc1
→ 2	1	-7	-1	-1	0.016	-8	-3	-24
COc1ccc(C(=O)Nc2c(C)csc2C(=O)O)cc1
→ -5	-15	-5	4	2	0.64	-61	3	-23
Cc1nc2cc(F)ccc2n1C1CCN(S(=O)(=O)c2ccccc2)CC1
→ -9	5	-16	2	2	-0.28	-3	-8	-19
CC1CCCN(C(=O)CSc2cnc3ccccc3n2)C1 (stereo unspecified)
→ -26	3	-11	2	-9	-0.6	8	-17	-13[20 µM]
COc1cccc(C(=O)C2CCCN(C(=O)c3cccc(C#CC(C)(C)O)c3)C2)c1 (stereo unspecified)
→ -9	-1	7	-11	2	-0.033	-20	9	-6
COc1cc(/C=C2/SC(=S)N(CC(=O)Nc3nc4ccccc4s3)C2=O)cc(OC)c1OC
→ 7	6	-74	7	0[fluorescence artefact?]	0.82	3	-1	-16[20 µM]
O=C(NCC1CCCO1)C1CC(=O)N(C2CCCC2)C1 (stereo unspecified)
→ -7	0	3	-2	-6	0.33	4	7	-3[20 µM]
O=S(=O)(c1cccc2cccnc12)N1CCCc2ccccc21
→ -2	-2	-14	-10	-1	0.048	x	-1	-14
COc1cc(C(=O)OC2CCCCC2=O)cc(OC)c1C (stereo unspecified)
→ -15	11[fluorescence artefact?]	-13	-2	0	-0.02	1	-20	0
Cc1ccc(CCNC(=O)C2CCCN2S(=O)(=O)c2ccc3c(c2)CCC(=O)N3)cc1 (stereo unspecified)
→ -6	1	-10	-2	-1	-0.99	0	-25	-5
CCCCNS(=O)(=O)c1ccc(NS(=O)(=O)c2c(C)cc(C)cc2C)cc1
→ -2	-11	-1	-4	1	-0.4	-5	-3	-8[20 µM]
COc1ccc(-c2cc(-c3n[nH]c(=S)n3-c3cc(OC)ccc3OC)[nH]n2)cc1
→ -5	-11	-6	-4	3	-0.63	-3	-1	-7
Cc1ccn2c(Nc3ccccc3)c(-c3ccccn3)nc2c1
→ -17	-13	0	1	-3	-0.68	5	10	-9
CSc1nc2ccc(NC(=O)c3ccco3)cc2s1
→ -3	-3[fluorescence artefact?]	-9	5	1	-2.3	1	-22	1
Cc1ccc(C(=O)c2cn[nH]c2-c2ccccc2O)cc1
→ -2	-1[fluorescence artefact?]	-1	-4	5[fluorescence artefact?]	0.93	5	-13	-20[20 µM]
Cc1ccc(OCC(=O)OCC(=O)c2c(N)n(C)c(=O)n(C)c2=O)cc1C
→ -31	-20	-13	-13	4	x	0	-13	-20[20 µM]
O=C(NCCCn1ccnc1)C(=O)NCC1OCCN1S(=O)(=O)c1ccccc1 (stereo unspecified)
→ 4	-5	-18	0	-3	0.037	11	-17	-16
CCCOC(=O)c1[nH]c2c(c1C)C(=O)CC(c1cc(OC)c(OC)c(OC)c1)C2 (stereo unspecified)
→ -10	-8	2	-4	4	0.084	2	-2	-13
O=C(CCS(=O)(=O)c1cccc2nonc12)N1CC(=O)N(CCc2ccccc2)C(=O)C1
→ -10	-5	-10	-6	2	-1.8	-2	-8	-18
CCOC(=O)c1c(C)[nH]c(N=Nc2ccccc2Cl)c1C
→ 6	6	-14	-3	-7	-0.62	21	-20	-23
O=C(O)CCCSCC(=O)Nc1ccccc1
→ 2	2[fluorescence artefact?]	-8	2	-1[fluorescence artefact?]	x	-10	1	-19[20 µM]
NC(=S)NNC(=O)c1cc(C(F)(F)F)cc(C(F)(F)F)c1
→ -15	-8	-2	-8	0	-0.039	17	-7	-22
CC(=O)CCc1c[nH]c2c(C(=O)O)cccc12
→ 7	-1	-14	-4	0	-0.14	5	-14	-17[20 µM]
O=C(CN1C(=O)c2ccccc2S1(=O)=O)c1ccc(F)cc1
→ 5	4	-16	4	3	-0.93	18	-14	-23
CCN(CC)C(=O)C1CCCN(Cc2sccc2C)C1 (stereo unspecified)
→ -2	66	-1	1	0[fluorescence artefact?]	-0.1	3	-23	-19[20 µM]
Nc1ccccc1NC1CCCCC1
→ -14	-11	15	-1	-5	1.2	-29	3	-19
CC1=C(C(=O)Nc2ccccc2F)C(c2cccs2)C2=C(CCCC2=O)N1 (stereo unspecified)
→ 1	-9	1	-5	-2	-1.8	-2	-4	-15
CCOc1ccc(-c2c(C#N)c(N)nc3c2c(=O)n(C)c(=O)n3C)cc1OC
→ -10	3	-14	1	6	0.22	1	-8	-6[20 µM]
Cc1cc2cc(C=O)c(Cl)nc2cc1C
→ -5	16	-11	-7	3	x	6	-3	-21[20 µM]
O=C(COc1ccc(Br)cc1)N/N=C1/SCC(=O)N1Cc1ccccc1
→ -7	-5	-11	1	-3	-2.4	-45	1	-17

(list continues)
Values run as follows: KLK5 inh	14-3-3 Bad PPI	NCF1 inh	Thrombin inh	eIF4E 4G PPI	KCC2 mod	Rad51 HR inh	EBV gp42 block	Furin inh
Nc1ncccc1OCc1ccc(Cl)c(Cl)c1
→ -7	-1	2	-1	2	-0.18	-23	-12	4
CN(C(=O)CSc1nnnn1-c1ccc(O)cc1)C1CCS(=O)(=O)C1 (stereo unspecified)
→ -2	0	5	-7	2	0.073	6	0	-5
CCOC(=O)N1CCC(Nc2c(NCCN3CCN(c4ccccc4F)CC3)c(=O)c2=O)CC1
→ 11	6	1	-9	5	0.48	1	-2	-21
Cc1ccc(O)c(NC(=O)CSc2ccc(Cl)cc2)c1
→ -7	-3	0	1	0	-0.38	3	9	-14
CCc1cccc(C)c1NC(=O)COn1nnc2ccc(C(F)(F)F)cc21
→ 0	2	-7	0	1	-0.42	x	-6	-29
CCOC(=O)CCC(=O)Nc1ccc(S(=O)(=O)N2CCCC2)cc1
→ -2	-8	-8	2	4	x	-3	-1	-15[20 µM]
COc1ccccc1NC(=O)NCCCN1CCN(c2cccc(Cl)c2)CC1
→ -1	-11	-11	-1	2	0.25	-2	-13	-12
COc1cc(/C=C2\C(=O)N(c3ccc(NC(C)=O)cc3)N=C2c2ccccc2)ccc1O
→ -4	-3	-37	-1	-1	-1.9	0	-48	-10
CC(=O)Nc1ccc(NC(=O)C(C)OC(=O)C2CCN(S(=O)(=O)c3cccs3)CC2)cc1 (stereo unspecified)
→ -2	-14	3	-12	2	0.28	x	-13	-7
O=C1CCc2cc(S(=O)(=O)N3CCC(C(=O)NC4CCCCCCC4)CC3)ccc2N1
→ -4	6	-26	-1	3	x	11	-1	-23

Part of the list above in order of length of the SMILES, low to high.
Values run as follows: KLK5 inh	14-3-3 Bad PPI	NCF1 inh	Thrombin inh	eIF4E 4G PPI	KCC2 mod	Rad51 HR inh	EBV gp42 block	Furin inh
Nc1ncccc1OCc1ccc(Cl)c(Cl)c1
→ -7	-1	2	-1	2	-0.18	-23	-12	4
CCOC(=O)N1CCC(Nc2c(NCCN3CCN(c4ccccc4F)CC3)c(=O)c2=O)CC1
→ 11	6	1	-9	5	0.48	1	-2	-21
CC(=O)Nc1ccc(NC(=O)C(C)OC(=O)C2CCN(S(=O)(=O)c3cccs3)CC2)cc1 (stereo unspecified)
→ -2	-14	3	-12	2	0.28	x	-13	-7

Later entries:
Values run as follows: KLK5 inh	14-3-3 Bad PPI	NCF1 inh	Thrombin inh	eIF4E 4G PPI	KCC2 mod	Rad51 HR inh	EBV gp42 block	Furin inh
Cc1ccc(C)n1-c1cccc(N)c1
→ -14	-8	-19	4	-22	-0.33	-11	-10	-27
COc1ccc(S(=O)(=O)N(C)CC(=O)NCc2cccnc2)cc1C
→ -32	-19[fluorescence artefact?]	-15	-7	-9	-0.43	6	-18	-17[20 µM]
COc1ccc(OC)c(/C=N/Nc2cc(C)nc(N3CCOCC3)n2)c1
→ 58*	1	-3	13	4	0.58	-10	-9	-5
Cc1c(C(=O)O)c(=O)n(-c2ccccc2)n1-c1ccccc1
→ -6	-6	3	-6	-2	-0.33	-4	-13	-23
